# ssDAF-12 act = S. stercoralis DAF-12 nuclear receptor activators, primary screen, cell-based, luminescence, HEK293, GRIP1 co-expression, lit1-tk-luc; Nuclear hormone receptor DAF-12 (Strongyloides stercoralis); activation, % at 6.8 µM; 1% of 370,000 active; AID 652126, 2013; HEK293 ssDAF-12/GRIP1 lit1-tk-luc reporter; % of 3 µM dafachronic acid response;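 active = activation above the mean over all tested compounds plus 3 SD, cut at about 0.9% in these data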;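 note: 0% = DMSO-only wells and 100% = 3 µM delta7-dafachronic acid wells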
# DAX1 inh-1 = DAX1 (NR0B1) inhibitors, primary screen, cell-based, HEK293, Gal4-DAX1, luciferase luminescence; Nuclear receptor subfamily 0 group B member 1 (Homo sapiens), P51843; HEK293 Gal4-DAX1 luciferase reporter; inhibition, % at 6.75 µM; 0.99% of 340,000 active; AID 504766, 2011;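 active = inhibition above the mean over all tested compounds plus 3 SD, cut at about 4.2% in these data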;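 note: 0% = DAX1-transfected cells with DMSO and 100% = empty-vector control cells with DMSO; inhibition shows as a rise in luminescence from relieved DAX1 repression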
# Target sequence (P51843 207-470 limits assumed): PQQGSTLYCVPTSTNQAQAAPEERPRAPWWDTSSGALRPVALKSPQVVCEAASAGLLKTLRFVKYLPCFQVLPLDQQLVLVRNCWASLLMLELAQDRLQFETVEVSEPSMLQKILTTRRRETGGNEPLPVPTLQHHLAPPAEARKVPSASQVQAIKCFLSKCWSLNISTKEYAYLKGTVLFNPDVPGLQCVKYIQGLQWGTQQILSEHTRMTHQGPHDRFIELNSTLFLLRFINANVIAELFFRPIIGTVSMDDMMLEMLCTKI
# DAX1 inh-2 = DAX1 (NR0B1) inhibitors on StAR promoter, primary screen, cell-based, luminescence, SF-1 (NR5A1), full-length DAX-1. HEK293T StAR-luciferase reporter, SF-1/DAX-1 repression relief. inhibition, % at 6.8 µM. 1.1% of 370,000 active. AID 652010, 2013;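 active = inhibition above the mean over all tested compounds plus 3 SD, cut at about 3.6% in these data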;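 note: 0% = DAX-1 cells with DMSO and 100% = cells lacking DAX-1 with DMSO; higher inhibition means more luminescence from relief of DAX-1 repression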
# hcDAF12 agonist = H. contortus DAF-12 nuclear receptor activators, primary screen, cell-based, luminescence, HEK293, lit1-tk-luc reporter; HEK293 hcDAF-12 lit1-tk-luc reporter; 0% DMSO, 100% Δ7-dafachronic acid; activation, % at 6.8 µM; 1.4% of 370,000 active;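 active = activation above the mean of all tested compounds plus 3 SD, cut at about 5.5% in these data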;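 note: 100% = response to 3 µM Δ7-dafachronic acid high control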
# GAA850 FXN act = FXN promoter activators, primary screen, cell-based, luciferase luminescence, HEK293 lucGAA850. HEK293 lucGAA850 FXN promoter luciferase reporter, 24 h; percent of 10 µM SAHA response. activation, % at 6 µM. 0.56% of 360,000 active;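 active = activation above the average of all compounds screened plus 3 SD, cutoff fixed separately per campaign, cut at about 7.5% in these data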;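 note: 0% = DMSO wells and 100% = 10 µM SAHA wells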
# sPLA2-III inh = human group III sPLA2 inhibitors, primary screen, biochemical, QFRET, BODIPY PC-A2 liposome substrate | Group 3 secretory phospholipase A2 (Homo sapiens), Q9NZ20 | QFRET BODIPY PC-A2 liposome hydrolysis, fluorescence | inhibition, % at 12.2 µM | 0.56% of 370,000 active | AID 743126, 2013;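 active = inhibition above mean plus 3 SD of compounds lying within the high and low control bounds, cut at about 19% in these data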;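 note: 0% = median of test compound wells and 100% = no enzyme DMSO wells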
# Target sequence (Q9NZ20 whole entry, looked up): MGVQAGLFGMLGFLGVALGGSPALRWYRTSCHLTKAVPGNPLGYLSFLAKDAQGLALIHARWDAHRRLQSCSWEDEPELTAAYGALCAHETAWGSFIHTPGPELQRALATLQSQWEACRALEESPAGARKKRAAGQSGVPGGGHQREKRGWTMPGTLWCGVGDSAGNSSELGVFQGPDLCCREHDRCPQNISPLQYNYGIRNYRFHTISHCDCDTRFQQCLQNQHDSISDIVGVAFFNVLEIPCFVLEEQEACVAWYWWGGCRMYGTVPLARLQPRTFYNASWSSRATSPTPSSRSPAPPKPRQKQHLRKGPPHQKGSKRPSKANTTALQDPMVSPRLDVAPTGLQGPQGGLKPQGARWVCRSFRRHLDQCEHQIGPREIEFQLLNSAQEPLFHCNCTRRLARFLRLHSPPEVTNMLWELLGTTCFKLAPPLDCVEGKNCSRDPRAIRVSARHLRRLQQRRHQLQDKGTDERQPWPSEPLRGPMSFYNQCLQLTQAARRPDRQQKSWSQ
# NPR1 activator = GC-A stimulated cGMP production enhancers – HEK293 GC-A cells, cGMP TR-FRET, EC30 ANP, primary screen. 0.14% of 370,000 active. AID 1671463, 2021. 0% at EC30 ANP, 100% saturating ANP. Atrial natriuretic peptide receptor 1 (Homo sapiens), P16066. activation, % at 10 µM; in the data active = activation above about 40%
# ADAM10 inh = human ADAM10 inhibitors, primary screen, biochemical, QFRET, HTS. Disintegrin and metalloproteinase domain-containing protein 10 (Homo sapiens), O14672. recombinant ADAM10, EDANS/DABCYL FRET peptide cleavage, 3 h. inhibition, % at 7 µM. 0.62% of 370,000 active;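 active = inhibition above a per-campaign cutoff equal to the mean of compounds falling between control-based bounds plus 3 SD, cut at about 20% in these data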;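 note: 0% = DMSO wells while the 100% control is not disclosed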
# GC-B act = human GC-B receptor activators, primary screen, HEK293 GC-B cells, cGMP TR-FRET, EC30 CNP | 0.11% of 370,000 active | 0% at EC30 CNP, 100% saturating CNP | activation, % at 10 µM;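 active = activation at 10 µM reaching about 35% in either raw or pattern-adjusted values, limit read from the data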
# hgDAF12 agonist = H. glycines DAF-12 receptor agonists, primary screen, cell-based, luminescence, HEK293, GAL4 fusion, UAS-luciferase; Nuclear hormone receptor DAF-12 (Heterodera glycines), GAL4 fusion; HEK293 GAL4-hgDAF12 UAS-luciferase reporter, agonist luminescence; normalized to butyrate control; activation, % at 6.8 µM; 1.8% of 370,000 active; AID 687014, 2013;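 active = activation above a cutoff set at the mean of all screened compounds plus 3 SD, cut at about 10% in these data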;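 note: 0% = DMSO wells and 100% = sodium butyrate wells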
# SMARCA2 act = SMARCA2 (BRM) function activators, primary screen, cell-based, luminescence, high throughput | MG213 cells, MMTV-luciferase reporter, dexamethasone, overnight | activation, % at 9.1 µM | 1% of 370,000 active; in the data active = activation above about 7.8%;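 note: 0% = vehicle wells and 100% = reference activator wells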
# * marks the source's active call; other numbers are inactive results; x = no result given. Outcome played no part in choosing rows; 6.6% or so of the library scored in one or more.
SMILES,ssDAF-12 act,DAX1 inh-1,DAX1 inh-2,hcDAF12 agonist,GAA850 FXN act,sPLA2-III inh,NPR1 activator,ADAM10 inh,GC-B act,hgDAF12 agonist,SMARCA2 act
O=C(Cc1ccc(S(=O)(=O)N2CCOCC2)s1)NCC1CCCCC1,-1.0,-0.8,0.7,-0.3,1.9,0,0,6,6,0.3,5
O=C(CN1CCCCCC1)Nc1cc([N+](=O)[O-])ccc1Cl,-0.9,-0.2,-0.6,-1.1,4.0,-5,1,-4,-5,-1.9,-1
C=CCC(NC(=O)N(C)C)(C(=O)OC)C(C)O (centres undefined),-0.3,x,0.2,-0.6,x,4,3,-3,10,-1.2,1
COc1ccc(C)cc1N(C)C(=O)c1coc(=O)c2ccccc12,-0.9,-0.9,-0.1,-0.1,0.5,-2,-19,-3,-9,-0.6,-4
CCOc1ccc(C(=O)Nc2ccc(Cc3ccncc3)cc2)cc1Br,-1.7,-0.9,0.5,-1.9,1.2,-15,-1,11,-1,-1.4,-4
Cc1ccc(NC(=O)c2cccnc2C(=O)Nc2ccc(C)cc2)cc1,-2.0,1.1,-0.5,0.3,3.4,-2,2,-9,1,1.3,-4
CC1(C(=O)NS(=O)(=O)c2cccc(F)c2)CCN1C(=O)Cc1ccccc1 (centres undefined),-0.7,x,-0.2,2.2,0.5,6,0,-5,1,0.0,-1
O=C(NNc1ccccc1)C(=O)NNc1ccccc1,-1.0,-0.6,2.3,-1.1,2.5,6,1,-11,0,1.1,0
CCCCOP(=O)(OCCCC)C1(C)CC(=O)CC(C)(C)C1 (centres undefined),-0.4,1.0,-1.1,1.6,-0.8,-2,-4,4,-4,0.3,0
CCN(Cc1ccc(Br)s1)C(=O)CSc1nnc(C2CC2)n1C1CC1,-1.2,2.4,0.0,-0.3,1.6,16,-3,-25,-1,-1.6,-5
CC1CCC(N2CC(=O)N(Cc3ccc4c(c3)OCO4)C(c3ccc(F)cc3)C2=O)CC1 (centres undefined),-0.6,-0.4,0.6,-1.4,1.6,10,-16,8,-13,0.5,-1
CC1(C(=O)NC2CCc3ccccc32)CCN1CCc1ccccc1 (centres undefined),0.2,x,-0.3,1.2,-1.3,5,0,0,-4,-2.1,-3
CC1=C(C(=O)N2CCOCC2)CC(CC(=O)NC2CCCCC2)C(=O)N1Cc1ccc(C(C)(C)C)cc1 (centres undefined),-1.0,0.5,-1.0,-1.1,-0.4,0,-2,-5,4,-1.6,-3
COC(=O)[C@]12C[C@H](CC(=O)NCCc3ccccc3OC)C(=O)N(Cc3cccc4ccccc34)C1=C[C@H](C1CCCC1)O[C@@H]2C,-0.9,x,-0.5,-1.2,x,-8,-3,25*,-4,2.2,-3
CCOC(=O)Nc1ccc(S(=O)(=O)Nc2onc(C)c2C)cc1,-1.8,x,0.4,-0.9,0.3,11,-1,-3,3,1.9,0

# Part of the list above in order of SMILES length, rising.
SMILES,ssDAF-12 act,DAX1 inh-1,DAX1 inh-2,hcDAF12 agonist,GAA850 FXN act,sPLA2-III inh,NPR1 activator,ADAM10 inh,GC-B act,hgDAF12 agonist,SMARCA2 act
C=CCC(NC(=O)N(C)C)(C(=O)OC)C(C)O (centres undefined),-0.3,x,0.2,-0.6,x,4,3,-3,10,-1.2,1
CC1(C(=O)NC2CCc3ccccc32)CCN1CCc1ccccc1 (centres undefined),0.2,x,-0.3,1.2,-1.3,5,0,0,-4,-2.1,-3
O=C(CN1CCCCCC1)Nc1cc([N+](=O)[O-])ccc1Cl,-0.9,-0.2,-0.6,-1.1,4.0,-5,1,-4,-5,-1.9,-1
CCN(Cc1ccc(Br)s1)C(=O)CSc1nnc(C2CC2)n1C1CC1,-1.2,2.4,0.0,-0.3,1.6,16,-3,-25,-1,-1.6,-5
CC1CCC(N2CC(=O)N(Cc3ccc4c(c3)OCO4)C(c3ccc(F)cc3)C2=O)CC1 (centres undefined),-0.6,-0.4,0.6,-1.4,1.6,10,-16,8,-13,0.5,-1
CC1=C(C(=O)N2CCOCC2)CC(CC(=O)NC2CCCCC2)C(=O)N1Cc1ccc(C(C)(C)C)cc1 (centres undefined),-1.0,0.5,-1.0,-1.1,-0.4,0,-2,-5,4,-1.6,-3
COC(=O)[C@]12C[C@H](CC(=O)NCCc3ccccc3OC)C(=O)N(Cc3cccc4ccccc34)C1=C[C@H](C1CCCC1)O[C@@H]2C,-0.9,x,-0.5,-1.2,x,-8,-3,25*,-4,2.2,-3

# Other results
SMILES,ssDAF-12 act,DAX1 inh-1,DAX1 inh-2,hcDAF12 agonist,GAA850 FXN act,sPLA2-III inh,NPR1 activator,ADAM10 inh,GC-B act,hgDAF12 agonist,SMARCA2 act
CCOC(=O)c1c2ccc(OCC(=O)NN)cc2n2ccccc12,-1.6,-0.1,-0.2,-0.3,-2.2,7,5,-451,-9,2.5,-1
CC1(c2ccc(Cl)cc2Cl)NC(=O)N(CC(=O)Nc2ccc3[nH]c(=O)[nH]c3c2)C1=O (centres undefined),-1.4,2.4,1.1,1.2,1.1,1,0,-6,0,1.8,-1
COc1ccc(/C=C/C(=O)c2ccc(NC(=O)c3cccs3)cc2)cc1OC,-1.2,1.8,-1.2,0.9,2.2,-9,7,-47,15,7.7,5
COc1cccc(CNS(=O)(=O)c2ccc3c(c2)CCN3C(=O)C2CC2)c1,-1.2,-0.9,0.6,-1.4,1.1,-2,1,0,4,-2.4,1
CC1(C)NC(=O)N(CC(=O)OCC(=O)Nc2cccc(S(N)(=O)=O)c2)C1=O,-0.6,-0.4,0.4,0.5,0.4,3,2,-7,0,0.3,-3
COc1ccc(C(C)=O)cc1CN1C(=O)C(C)ON=C1c1ccccn1 (centres undefined),-1.6,x,1.0,-0.5,0.1,13,4,-8,5,0.5,-1
O=C(NCC(=O)N1CCN(C(c2ccccc2)c2ccccc2)CC1)c1ccc(Br)o1,-0.9,0.6,-0.8,-0.5,-0.1,-3,-5,1,6,-1.1,-2
COCCN(C(=O)CSc1ncc(C(F)(F)F)cc1Cl)c1c(N)n(Cc2ccccc2)c(=O)[nH]c1=O,-0.9,2.3,-0.1,0.9,-2.5,2,-2,0,3,-5.9,-2
CC1CCCC(C)N1C(=O)c1cc(-c2ccc3c(c2)OCO3)on1 (centres undefined),-0.1,0.6,2.2,6.6*,4.5,-6,0,1,5,11*,4
O=C(COc1ccc(C2SCCS2)cc1)NNC(=O)C(Cl)Cl,0.1,5.9*,0.2,0.1,2.2,16,-1,9,5,1.2,-4
C[C@@H]1CN([C@@H](C)CO)C(=O)c2cc(Br)cnc2O[C@H]1CN(C)Cc1cccnc1,-0.7,1.6,0.0,0.3,0.7,12,-2,-9,4,1.9,-3
Clc1cncc(Cl)c1N/N=C/c1ccccc1,-1.0,2.6,0.3,1.3,2.2,-7,3,-3,-2,1.6,-1
CCOc1ccc2[nH]cc(C(=O)N3CCN(C4CCCCC4)CC3)c(=O)c2c1,-1.9,-0.2,0.6,-0.6,-0.9,-4,-1,-83,2,0.2,-3
CC(C)(C)OC(=O)NCCCCC1=CC2=CC(=O)C(C)(O)C(=O)C2=CO1 (centres undefined),-1.0,0.7,0.6,-0.6,2.4,5,-1,9,-2,-0.1,1
Cc1occc1C(=O)Nc1nnc(-c2ccncc2)s1,-1.1,-0.2,1.0,1.0,-1.6,8,5,-123,0,0.8,3
Cc1ccc(C(=O)NC(=S)Nc2ccc(N3CCOCC3)cc2)cc1C,-1.2,0.5,1.2,-1.0,-0.3,12,1,5,-4,3.4,-6
O=C(O)CCCNS(=O)(=O)c1ccc2ccccc2c1,-1.3,-1.3,-0.4,-1.0,-1.2,-1,-7,-4,2,0.7,1
Cc1cc(C)cc(N2C(=O)CSC2c2cccs2)c1 (centres undefined),-1.6,1.4,-0.5,-1.7,1.0,-2,-1,15,-1,-0.3,-1
CC(C)(C)OC(=O)C[C@@H]1C/C=C\C[C@H](CC(=O)N(CCO)Cc2ccccc2)C(=O)NCCOC1=O,-1.0,1.1,-0.9,0.2,-2.2,11,0,3,-2,-1.0,-3
C/C(=N\NC(=O)c1cc(C(C)C)[nH]n1)c1ccncc1,-0.8,-1.0,0.3,0.6,2.3,2,2,-1,1,-1.0,5
COc1ccccc1/C=C/C=N/n1c(-c2ccccn2)n[nH]c1=S,-0.9,1.2,0.9,5.6*,4.7,2,4,-19,-4,5.4,7
C1CC(CN2CCOCC2)CN(c2nc3nonc3nc2N2CCSCC2)C1 (centres undefined),-1.8,1.0,1.5,-0.5,-0.5,0,0,-6,5,0.2,-1
Cc1cc(C)c(NC(=O)COc2nc3ccccc3nc2C)c(C)c1,-1.5,-0.6,0.8,-0.5,-1.0,7,-2,-7,3,1.5,-1
S=c1[nH]nc(Cc2ccccc2)n1-c1ccc(Cl)cc1,-0.4,1.5,-0.1,1.0,4.5,20*,-3,4,-2,-2.5,1
O=C1/C(=C/c2cccnc2)SC(=S)N1NS(=O)(=O)c1ccccc1,-0.6,0.0,0.0,-1.3,0.2,-5,0,-6,1,2.9,1
O=C(CN1CCN(S(=O)(=O)c2ccc(Br)s2)CC1)N1CCCCC1,-0.9,-1.0,-1.3,4.4,-1.9,2,-3,-3,1,-3.1,-2
Cc1nn2c3c(cnc2c1-c1ccc(Cl)cc1)C(=O)CC(c1ccco1)C3 (centres undefined),-1.6,0.0,-0.2,-1.4,0.5,0,0,-3,-2,1.9,-2
N#CC1=C(N)Oc2n[nH]c(-c3ccccc3)c2C12C(=O)Nc1ccccc12 (centres undefined),-1.2,0.3,-0.3,-1.6,0.8,1,-1,-9,5,-3.4,1
O=C(NC(=S)Nc1ccc2oc(-c3ccncc3)nc2c1)c1ccccc1F,-0.2,0.0,1.1,-1.2,1.7,-1,-16,-6,22,0.4,3
Cc1cc(=O)[nH]c(SCC(=O)NCC2CCCO2)n1 (centres undefined),-1.4,0.8,0.6,0.4,0.1,6,3,5,-1,0.5,4
Cc1nn(-c2ccccc2)c(Cl)c1/C=N/N1CCN(c2ccccn2)CC1,-0.9,1.1,-0.6,-1.0,1.3,-4,0,-2,2,-1.3,1
COc1ccccc1-n1cnnc1SCC(=O)Nc1cccnc1Cl,-1.5,0.0,-0.3,0.8,2.2,1,0,5,3,2.3,-5
O=C(N/N=C(/CC(=O)c1cccs1)C(F)(F)F)c1ccc(O)cc1,-0.4,-0.8,-0.9,0.0,0.4,-24,5,9,-3,1.5,5

# Screening data from PubChem BioAssay.
